# High-throughput results: PubChem BioAssay, Sanford-Burnham Center for Chemical Genomics
# ER stress death: protection against thapsigargin ER stress killing – CSM14.1 cells, ATP luminescence, primary screen; relative survival (cellular ATP), % at 15 µg/mL (by protocol); CSM14.1 thapsigargin ER stress survival; AID 1010, 2008; hit rate 0.33% among 48,000;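 active = survival measured by cellular ATP above 50% at 15 µg/ml in the first screen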;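 also: cell death triggered by about 15 µM thapsigargin; ATP read 24 h after thapsigargin was added; plate controls were thapsigargin with DMSO for no effect and DMSO without thapsigargin for full effect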
# Active calls of the source: *.
Molecule	ER stress death
O=C(Nc1cccc2nsnc12)c1ccc(OCc2ccccc2)cc1	7
C/C(=N\Nc1ccc([N+](=O)[O-])cc1)c1ccc(-n2nncc2C)cc1	6
Cc1c(NC(=O)/C=C/c2ccccc2)c(=O)n(-c2ccccc2)n1C	2
COc1ccccc1OCC(=O)Nc1ccc(-c2nc3ccccc3[nH]2)cc1	2
COc1ccc(-c2nnc(NC(=O)Nc3ccc(Cl)cc3)s2)cc1	16
Cc1cccc(OCC(=O)NCCCN(C)C)c1	0
CC(=O)c1cc(F)c(N2CCN(C(=O)c3ccccc3Br)CC2)cc1C	-1
O=C(O)COc1ccc(-c2ccccc2)cc1	7
Cc1cccn2c(=O)c(/C=C3\SC(=S)N(Cc4ccccc4)C3=O)c(NCCCn3ccnc3)nc12	2
CCOC(=O)C1(C)/C(=N\Nc2ccccc2OC)C(=O)C(=O)N1c1ccccc1 (stereo not drawn)	11
CCOc1ccccc1NC(=O)c1c(NC(=O)c2ccccc2C)sc2c1CCCCC2	-4
CC1SC2(C(=O)Nc3ccccc32)N(c2ccccc2)C1=O (stereo not drawn)	10

# Two entries from above, field by field:
SMILES: CCOC(=O)C1(C)/C(=N\Nc2ccccc2OC)C(=O)C(=O)N1c1ccccc1 (stereo not drawn)
- ER stress death = 11
SMILES: CCOc1ccccc1NC(=O)c1c(NC(=O)c2ccccc2C)sc2c1CCCCC2
- ER stress death = -4

# Remaining list, next part
Molecule	ER stress death
O=C(N1CCN(c2c(F)c(F)c(C(F)(F)F)c(F)c2F)CC1)C12CC3CC(CC(C3)C1)C2	4
CCOc1ccc(N(CC(=O)NC2CCCCC2)S(C)(=O)=O)cc1	2
Cc1ccc(C23CC4CC(CC(C(=O)NCc5ccco5)(C4)C2)C3)cc1	0
O=C(CN(c1cccc([N+](=O)[O-])c1)S(=O)(=O)c1ccccc1)Nc1ccc2ccccc2c1	0
CCOc1ccc(N(CC(=O)Nc2cccc(C)c2)S(C)(=O)=O)cc1	2
Cc1cc(NCCO)nc(-n2nc(C)cc2C)n1	7
COc1ccc(-c2ccc(/C=N/NC(=O)c3cccnc3)o2)cc1Cl	4
Cc1ccc(OCC(=O)Nc2cccc(I)c2)cc1	-10
FC(F)(F)c1cccc(NC(=S)NCc2ccc(Cl)cc2)c1	-6
CCOC(=O)CCNC(=O)C(c1ccccc1)c1ccccc1	10
C/C(=N\NC(=O)c1cccnc1)c1ccc2ccccc2c1	5
O=C1c2cccc3cccc(c23)C(=O)N1CCN1CCN(S(=O)(=O)c2ccc(Cl)cc2)CC1	-4
CC(C)N(Cc1ccccc1)C(=O)/C=C/c1ccccc1	6
O=C(Nc1ccccc1)N1CCc2ccccc2C1	3
O=C(NC(NC(=S)Nc1cccc(Br)c1)C(Cl)(Cl)Cl)c1ccccc1F (stereo not drawn)	3
COCCOC(=O)C1=C(C)NC(C)=C(C(=O)OCCOC)C1c1cn(-c2ccccc2)nc1-c1cccc([N+](=O)[O-])c1	6
CCOc1cc(/C=C2\SC(=S)N(NC(=O)c3ccccc3O)C2=O)ccc1O	7
CC(C)(C)c1cc(C(=O)N/N=C\c2ccncc2)n[nH]1	3
CC1=CC(C)(C)N(CN2C(=O)c3ccccc3C2=O)c2ccccc21	8
Cc1ccc(NC(=O)COc2ccc(Cl)cc2Cl)c([N+](=O)[O-])c1	0
CCc1cc(C)cc(OCCOc2cccc(C=C3C(=O)NC(=S)NC3=O)c2)c1	2
O=C(Oc1cccc2ccccc12)c1ccc(Cl)cc1Cl	-3
Cc1ccc(C(O)c2nc3ccccc3n2C)cc1 (stereo not drawn)	-1
O=[N+]([O-])c1ccc(N(CC(O)CN2CCCCC2)S(=O)(=O)c2ccccc2)cc1 (stereo not drawn)	-6
O=C(NNc1ccc([N+](=O)[O-])cc1)c1ccc(Cl)cc1Cl	15
CC(C)Oc1cccc(-c2cc(C(=O)O)c3ccccc3n2)c1	-1
O=C(NC(=S)Nc1ccc(Cl)cc1)c1ccco1	-1
Cc1cc(C(=O)N/N=C/C=C/c2ccccc2)n[nH]1	14
Cc1cccc(-n2c(O)c(C=Nc3ccccc3N)c(=O)[nH]c2=O)c1	2
Cc1ccc(N2C(=O)CC(N3CCC(C)CC3)C2=O)cc1 (stereo not drawn)	-9
COc1ccc(C(=O)Nc2cc([N+](=O)[O-])ccc2C)cc1OC	11
CCN1CCCC1CNC(=O)c1cc(OC)c(OC)c(OC)c1 (stereo not drawn)	5
CC1(C)Cc2ccccc2-c2nc(NN)n(Cc3ccccc3)c(=O)c21	23
Cc1ccc(C2/C(=C(\O)c3ccccc3)C(=O)C(=O)N2CCCC(=O)O)cc1 (stereo not drawn)	0
Nc1c(C(=O)NCc2cccnc2)sc(=S)n1-c1ccccc1	-1
CC(C)(C)c1ccc(S(=O)(=O)N2CCN(c3ccccc3)CC2)cc1	18
CC1CN(c2ccc(C(F)(F)F)cc2[N+](=O)[O-])CCN1S(C)(=O)=O (stereo not drawn)	-2
COc1ccc(N=C(Sc2nc3ccccc3s2)c2ccc([N+](=O)[O-])cc2[N+](=O)[O-])cc1	10
O=C(CCN1C(=O)S/C(=C/c2ccc(Cl)cc2)C1=O)N1CCOCC1	-4
CCOc1ccc(C(=O)COC(=O)c2ccccc2Br)cc1	-5
C=CCNC(=O)c1ccc(-c2ccc(Cl)cc2Cl)o1	5
COc1cc(C2NC(=O)NC(C)=C2C(=O)OCc2ccc3c(c2)OCO3)cc(OC)c1OC (stereo not drawn)	7
O=C(/C=C/c1cccc([N+](=O)[O-])c1)Nc1cccnc1	5
CN1C(=O)/C(=C\c2ccc(-c3ccc(F)c(Cl)c3)o2)SC1=S	10
O=C(/C=C/c1ccc(Cl)cc1)Nc1ccc(-c2nc3ccccc3s2)c(O)c1	-11
Cc1cc(C)nc(/N=C(/N)Nc2cccc(OCc3ccccc3)c2)n1	-4
NNC(=O)CSc1nc2ccccc2n1Cc1ccccc1	9
COc1ccc(N2C(=O)CC(Sc3nccc(C)n3)C2=O)cc1 (stereo not drawn)	1
CC(=O)Nc1ccc(S(=O)(=O)N(c2cccnc2)S(=O)(=O)c2ccc(NC(C)=O)cc2)cc1	2
CCOC(=O)C1=C(O)/C(=C/c2ccc(C(C)(C)C)cc2)N=C1C	0
O=C(O)C1C2CCC(O2)C1C(=O)Nc1ccc2c(c1)OCO2 (stereo not drawn)	-1
Cc1c(C(=O)NCCCC(=O)O)c(-c2ccccc2)nn1-c1ccccc1	11
COc1ccccc1C/C(N)=N/OC(=O)c1ccc(C)c([N+](=O)[O-])c1	-1
COc1ccc(NC(=O)COc2cccc(Cl)c2)c([N+](=O)[O-])c1	5
COc1c(Cl)ccc(Cl)c1C(=O)NCCc1ccccc1	2
O=C(c1cnn2c1NC(c1ccc3c(c1)OCO3)CC2C(F)(F)F)N1CCN(C(c2ccccc2)c2ccccc2)CC1 (stereo not drawn)	10
O=C(O)C1C2C=CC(C3CC23)C1C(=O)Nc1cccc(Br)c1 (stereo not drawn)	3
CCN1C(=O)C(=Cc2ccc([N+](=O)[O-])o2)C(=O)N(CC)C1=S	-10
COc1cc(N=Cc2c(O)n(-c3ccc(Cl)cc3)c(=O)[nH]c2=O)cc(OC)c1	9
CCC(C(=O)Nc1cc(Cl)cc(Cl)c1)c1ccccc1 (stereo not drawn)	0

# Additional compounds:
Molecule	ER stress death
O=C1CC(c2ccccc2)CC(O)=C1C=NC1CCCC1 (stereo not drawn)	-1
O=C1c2ccccc2NC(c2c(Cl)cccc2Cl)N1Cc1ccco1 (stereo not drawn)	-3
O=C(/C=C/c1ccccc1)NC(=S)Nc1cccc(NC(=O)c2ccco2)c1	6
CC1(C)CC(NC(=O)c2ccco2)CC(C)(CNC(=O)c2ccco2)C1 (stereo not drawn)	10
O=S(=O)(NCc1ccccc1Cl)c1ccc2ccccc2c1	4
CC1CCN(C2=NC(=O)/C(=C/c3ccccc3)S2)CC1	-5
COc1cc(C2CC(=O)NC(SCc3ccccc3)=C2C#N)cc(Br)c1O (stereo not drawn)	12
Oc1ccc(/C=N/N=C/c2ccc(O)c(O)c2)cc1O	-7
CC(C)(C)c1ccc(/C=C/C(=O)Nc2ccccc2C(N)=O)cc1	3
O=C(CSCC(=O)Nc1ccc(F)c([N+](=O)[O-])c1)Nc1ccccc1	10
N/C(=N\OC(=O)c1ccc(Cl)cc1)c1ccc(Br)cc1	0
Cc1ccc([N+](=O)[O-])cc1NC(=O)C1CC1(c1ccccc1)c1ccccc1 (stereo not drawn)	11

# Exported with each value named: entries from further up.
N/C(=N\OC(=O)c1ccc(Cl)cc1)c1ccc(Br)cc1
  ER stress death: 0
CC(C)(C)c1ccc(/C=C/C(=O)Nc2ccccc2C(N)=O)cc1
  ER stress death: 3
O=S(=O)(NCc1ccccc1Cl)c1ccc2ccccc2c1
  ER stress death: 4

# Further structures:
Molecule	ER stress death
O=C(c1ccccc1)c1ccc(C(=O)N2CCOCC2)cc1	0
CN1C(=O)C(=Cc2ccc(-c3ccc(Cl)c(Cl)c3)o2)C(=O)N(C)C1=O	5
CCOC(=O)COc1c(C)cccc1C	0
CC(C)CC(=O)N1CCN(Cc2ccccc2C(F)(F)F)CC1	20
O=C(NCc1ccccc1)c1nn2c(c1Cl)NC(c1ccc(Cl)cc1)CC2C(F)(F)F (stereo not drawn)	-10
COc1ccc(-c2nnc(-c3ccc(C)cc3)o2)cc1	-5
C(=N\n1cnnc1)/c1ccc(OC2CSC2)cc1	10
Cc1ccc(OCC(=O)Nc2ccc(C)cc2[N+](=O)[O-])c(C)c1	0
COc1ccc(-n2nc3cc(C)c(NC(=O)c4ccccc4[N+](=O)[O-])cc3n2)cc1	6
CCOC(=O)C1=C(O)/C(=C/c2ccc(Br)cc2)SC1=Nc1ccccc1	12
CC(=O)n1cnc(-c2ccc(N)c([N+](=O)[O-])c2)c1	5
O=C1N=c2ccc([N+](=O)[O-])cc2=C1c1sc(NS(=O)(=O)c2ccccc2)nc1O	2
O=C(Nc1ccccc1C(=O)Nc1ccccn1)c1ccco1	3
CC(C)(C)c1ccc(C(=O)N2N=C(c3cccnc3)CC2(O)C(F)(F)F)cc1 (stereo not drawn)	55*
CCOc1ccc(N2C(=O)CC(Sc3nc4ccc(OCC)cc4s3)C2=O)cc1 (stereo not drawn)	0
CCn1c(C)nc2c(Br)c(O)ccc21	7
COC(=O)C1=C(O)/C(=C/c2ccc(OCC(=O)Nc3ccccc3)cc2)N=C1C	15
COc1cc(OC)c(C=Nc2ccccc2C(=O)Nc2ccccc2)cc1Br	10
COc1cc(C(=O)n2nc(C)c(Sc3ccccc3)c2C)cc(OC)c1OC	0
O=C(O)COc1ccc(/C=N/NC(=O)C(O)(c2ccccc2)c2ccccc2)cc1	5
Cc1cc(C)nc(SCC(=O)Nc2nnc(-c3ccccc3)s2)n1	-2
O=C(Nc1ccc(-c2nc3ccccc3o2)c(O)c1)c1cccc(OCc2ccccc2)c1	17
COc1ccc(S(=O)(=O)Nc2ccccc2C(F)(F)F)cc1	12
CN1C(=O)/C(=C/c2ccc3c(c2)OCO3)SC1=S	15
CC(C)c1ccccc1NC(=O)c1sc2ccccc2c1Cl	13
COc1ccc(/C=C(\C#N)C(=O)O)cc1	1
O=C(NNC1=C(C(=O)C(F)(F)F)CCC1)c1cccc(Cl)c1	6
CCCC1=C(C(=O)OCC)C(c2ccccc2Cl)NC(=O)N1 (stereo not drawn)	9
CCCC(=O)Nc1ccc(NC(=O)c2ccc(Br)cc2)cc1	10
Cc1ccc(-c2cc(C(=O)Nc3c(C)cccc3C)c3ccccc3n2)s1	-4
COc1cccc(-n2c(O)c(C=NCC3CCCO3)c(=O)[nH]c2=O)c1 (stereo not drawn)	-2
COC(=O)c1ccc(C2Nc3ccccc3-c3nnc(SC)nc3O2)cc1 (stereo not drawn)	10
CCOC(=O)C1CCN(C(=O)Nc2cccc(Cl)c2)CC1	-4
CCCCOc1ccc(S(=O)(=O)N(Cc2ccccc2)Cc2ccccc2)cc1	12
Cc1[nH]c2ccccc2c1SCC(=O)O	5
Cc1ccc(-n2[nH]c(C)c(/C=N/NC(=O)c3cccc([N+](=O)[O-])c3)c2=O)cc1C	-7
CC(C)(C)c1nnc(NC(=O)Nc2ccc(Cl)cc2)s1	5
O=C1/C(=C\c2ccc3c(c2)OCO3)SC(=S)N1CCc1ccccc1	15
Cc1cccc(NC(=O)c2cc3cc(Br)ccc3oc2=O)c1	-1
Cc1ccc(C(=O)N2N=C(c3ccccc3)CC2(O)C(F)(F)F)cc1 (stereo not drawn)	6
Cc1cc(/C=C2\C(=O)NC(=S)N(c3ccc(Br)cc3)C2=O)c(C)n1-c1cccnc1	4
O=C(Nc1ccccc1C(=O)Nc1ccc(O)cc1)c1ccccc1	-4
CCOC(=O)N1CCN(C(=O)CN2C(=O)c3ccccc3C2=O)CC1	-3
COc1ccc(NC2=C(Cl)C(=O)N(c3ccc(C)cc3C)C2=O)cc1	2
C=CCNc1nc2ccccn2c(=O)c1/C=C1\SC(=S)N(CCc2ccccc2)C1=O	15
CC(C)(CN1CCOCC1)NS(=O)(=O)c1ccc(Cl)cc1	1
C=CCNC(=O)CN(c1ccc(C)cc1)S(=O)(=O)c1ccc(OCC)cc1	8
Cc1sc(NC(=O)c2sc3ccccc3c2Cl)c(C(N)=O)c1C	0
CCN(c1ccccc1)c1nc2nonc2nc1N(C)C	-3
O=C(O)CSc1nnc(-c2ccc(Cl)cc2Cl)n1-c1ccc(Cl)cc1	8
O=C(Nc1ccc(N2CCOCC2)cc1)c1ccccc1Cl	7

# The list is partial. The share of hits here may be higher or lower than overall.
